Screening data: PubChem BioAssay, NCI
All columns: NCI-60 one-dose screen, growth in % after 48 h at 10 µM unless noted; 100 = growth as untreated, 0 = no growth, -100 = all killed.
SF-268 = SF-268 CNS cancer cells. actives 3.1% (n = 82,000). AID 1794759
SF-539 = SF-539 CNS cancer; actives 6.8% (n = 81,000); AID 1794752
SNB-75 = SNB-75 CNS cancer. actives 5% (n = 79,000)
A498 = A498 renal cancer cells; actives 5.4% (n = 76,000)
RXF 393 = RXF 393 renal cancer cells. actives 6.9% (n = 77,000). AID 1794773
CAKI-1 = CAKI-1 renal cancer. actives 4.7% (n = 75,000)
ACHN = ACHN renal cancer | AID 1794771 | actives 4.9% (n = 81,000)
SNB-19 = SNB-19 CNS cancer cells; actives 2.5% (n = 81,000)
The depositor's hits bear a star; / = no result given; & = joins results of further samples; ! = not confirmed by another sample. The calls were made as follows: active = growth percent below 10; inactive = the rest.

The first 2 records, to show the layout:
entry	molecule	SF-539	SNB-19	ACHN	A498	SNB-75	RXF 393	CAKI-1	SF-268
1	CC[N+](CC)(CC)CCOc1cccc(OCC[N+](CC)(CC)CC)c1OCC[N+](CC)(CC)CC	103&107	108&108	98&96	75&113	92&99	106&115	95&90	109&114
2	CCCCCCNC(=O)C(C)O (centres undefined)	104	/	107	114	90	124	90	104

Results, from the first entry:
entry	molecule	SF-539	SNB-19	ACHN	A498	SNB-75	RXF 393	CAKI-1	SF-268
1	CC[N+](CC)(CC)CCOc1cccc(OCC[N+](CC)(CC)CC)c1OCC[N+](CC)(CC)CC	103&107	108&108	98&96	75&113	92&99	106&115	95&90	109&114
2	CCCCCCNC(=O)C(C)O (centres undefined)	104	/	107	114	90	124	90	104
3	Cc1ccc2[nH]c(O)c(N=Nc3nc(-c4cc5ccccc5oc4=O)cs3)c2c1	55	52	67	90	98	/	89	91
4	CCOC(=O)c1cnc2nc(NCc3ccc(OC)c(OC)c3)[nH]n2c1=O	103	103	100	106	101	98	94	99
5	CC(=O)/C(=C\c1cccc([N+](=O)[O-])c1)C(=O)Nc1ccccc1C	103	100	108	90	87	92	101	88
6	O=C1/C(=C\c2cccs2)SC(=S)N1CCc1ccc(O)cc1	91	97	98	99	85	110	85	97
7	c1ccc(N=C2CCCCC2)cc1	99	99	100	111	/	108	107	104
8	CC(=O)Nc1ccc(S(=O)(=O)OCCCl)cc1	95	105	103	113	87	108	100	107
9	C=C(C)[C@@H]1CC[C@]2(C(N)=O)CC[C@]3(C)[C@H](CC[C@@H]4[C@@]5(C)CCC(=O)NC(C)(C)[C@@H]5CC[C@]43C)[C@@H]12	80	94	87	102	81	84	71	91
10	Cc1c(-c2ccc(-c3ccccc3F)cc2)nc2ccc(F)cc2c1C(=O)O	29	41	37	81	61	37	26	51
11	O=C(Cn1cc(CN2CCN(c3ccnc4cc(Cl)ccc34)CC2)nn1)Nc1cccc(Cl)c1	97	79	86	/	85	96	93	91
12	CC/C(=C\c1ccc(O)cc1O)c1ccc2ccc(O)cc2[o+]1	151	100	114	126	94	/	99	101
13	Nc1cc(C(=O)N/N=C/c2ccc(OC(F)F)c(Oc3ccccc3)c2)nn1CC(O)c1ccccc1 (centres undefined)	101	93	105	99	93	88	84	96
14	Nc1nc(N)c2c(n1)NC(c1cccc(Nc3ccnc4cc(C(F)(F)F)ccc34)c1)CC(c1ccc(Cl)cc1)=N2 (centres undefined)	81	63	73	82	48	38	46	55
15	Cc1ccc(/C=C2/SC(=O)N(CC(=O)N3CCN(c4cc5c(cc4F)c(=O)c(C(=O)O)cn5C4CC4)CC3)C2=O)cc1	97	93	103	106	97	114	94	102
16	CCOC(=O)c1[nH]c(=O)c2c(OCC)nc(-c3ccccc3)cc2c1O	98	105	106	91	90	101	120	102
17	Cc1nn(-c2ccc(Cl)cc2)c2ncnc(N/N=C/c3ccccc3O)c12	4.6*!	24&30	5.9*!	70&79	-15*!	14&26	5.5*!	7.7*
18	Cc1ccccc1OC(=O)c1ccccc1Cl	107	117	103	109	97	77	86	95
19	COc1ccc2nc(NC(=O)CSC(=S)N3CCN(Cc4ccccc4)CC3)sc2c1	98	137	104	132	96	108	/	117
20	O=C1C(Cl)=C(Nc2ccccc2)C(=O)C(Cl)=C1Nc1ccccc1	106	129	109	79	113	116	106	105
21	Cc1ccc([N+](=O)[O-])cc1N	108	106	97	98	79	93	100	105
22	COCCOCCOC(=O)c1ccc(C(C)C)cc1	101	100	107	88	89	111	100	94
23	CCOP(=O)(OCC)C(NC(=O)c1ccccc1)C1=NCCS1 (centres undefined)	105	97	98	100	85	107	92	97
24	COc1cc2nc(Cl)nc(Nc3cccc(C4=Nc5c(N)nc(N)nc5NC(c5ccccc5)C4)c3)c2cc1OC (centres undefined)	100	96	92	89	75	84	96	84
25	O=c1c2ccccc2nc(CN2CCCCC2)n1/N=C/c1ccc([N+](=O)[O-])cc1	95	95	101	93	92	119	92	104
26	CCOC(=O)c1cc(C(=O)c2ccccc2)n2c1ccc1c3ncccc3ccc12	96	107	87	116	86	131	81	100
27	CCOC(=O)c1cn2c3c(cc(C)cc3c1=O)C(=O)CC2	/	89	98	107	/	93	93	95
28	Nc1ccc(C2=NNC(=O)Cc3cc4c(cc32)OCCO4)cc1Cl	49	58	53	56	-1.1*	50	48	60
29	CC1(C)CC(=O)C2=C(C1)Nc1c(C#N)c(N)[nH]c(=O)c1C2c1ccccc1 (centres undefined)	105	109	110	111	89	109	/	100
30	CN1CCN(C(=O)N2c3ccccc3Sc3ccccc32)CC1	95	95	88	93	65	96	67	88
31	Cc1ccc(S(=O)(=O)NCCCCc2ccccc2)cc1	106	97	104	95	96	/	103	98
32	CN(C)CCN1C(=O)c2cccc3c(-c4ccc5c(c4)ncn5C4CCCCC4)ccc(c23)C1=O	66	52	27	59	67	65	54	57
33	C[C@H]1[C@H](C)CC[C@]2(CO)CC[C@]3(C)C(=CC[C@@H]4[C@@]5(C)Cc6c([nH]c7ccccc67)C(C)(C)[C@@H]5CC[C@]43C)[C@H]12	96	81	61	/	88	84	73	75
34	Cc1ccc(/C=C/c2c(C(=O)c3ccccc3)c(C)nc3ccccc23)cc1	100	88	99	99	95	126	79	95
35	CC1(C)/C(=C/c2ccccc2)C(=O)c2ccccc21	106&97	96&92	98&108	68&82	60&96	99	93&89	106&105
36	C#C[C@]1(O)CCC2C3CCC4=C(CCC(=O)C4)C3CC[C@@]21C (some centres undefined)	/	105	104	123	119	135	100	138
37	O=C1Nc2ccccc2/C1=N/N1C(=O)CN(c2cccc(C(F)(F)F)c2)C1=O	101	96	102	98	77	102	82	96
38	CNCc1cccc2c1OCCCCCC[C@@](C)(O)CC1(CC1)S(=O)(=O)c1ccc(cc1)-c1cnc(N)c(n1)C(=O)N2	-99*	-97*	-100*	-95*	-94*	-94*	-95*	-64*
39	O=C(O)CCn1c(O)c(/C=C2/C=c3cc4c(cc3=NC2=O)OCO4)sc1=S	99	103	100	116	71	119	93	100
40	CCOC(=O)N(Cc1ccccc1)c1ccccc1	103	103	112	100	100	112	103	100
41	O=C(Oc1cc([N+](=O)[O-])ccc1Cl)Oc1cc([N+](=O)[O-])ccc1Cl	100	92	98	71	77	74	90	96
42	C=C(CNCCNCCN)[C@@H]1CC[C@]2(COC(C)=O)CC[C@]3(C)[C@H](CC[C@@H]4[C@@]5(C)CCCNC(C)(C)[C@@H]5CC[C@]43C)[C@@H]12	90	87	83	61	81	92	62	87
43	c1csc(-c2cc3nc(N4CCOCC4)nc(-c4cccs4)n3n2)c1	98	99	98	87	95	94	101	71
44	N#Cc1c2c(nn(-c3ccccc3)c1=O)C(O)=C([N+](=O)[O-])C(c1ccoc1)C2 (centres undefined)	100	101	90	86	89	83	87	101
45	CC(C)C1=CC2=CC[C@@H]3[C@](C)(CCC[C@@]3(C)C(=O)OCC#CCN3CCCC3)[C@H]2CC1	49	70	74	89	/	80	91	79

Some values from the results shown.
entry 41 | SNB-75 = 77
entry 37 | SNB-75 = 77

The results go on:
entry	molecule	SF-539	SNB-19	ACHN	A498	SNB-75	RXF 393	CAKI-1	SF-268
46	O=C(O)c1cc(I)c(O)c(I)c1	100	108	103	128	87	/	106	99
47	Nc1ncc(-c2ccccc2)c2ccncc12	100	116	99	89	115	/	105	117
48	O=c1[nH]c2ccccc2cc1COc1ccc(Nc2nccc(-c3ccc(Cl)cc3)n2)cc1	92	93	85	118	60	92	88	105
49	Cc1cccc(-c2n[nH]c(=S)n2N2C(=O)CSC2=S)c1	100	99	100	102	81	115	85	95
50	NC(=S)N/N=C\C(O)CO (centres undefined)	99	101	95	93	96	110	100	97
51	O=C1Nc2cc(Cl)ccc2/C1=C\c1ccc(OCc2ccccc2)cc1	95	103	95	93	73	114	89	94
52	CC(=O)Nc1ccc(NC(C)=O)cc1	91	95	104	118	119	116	89	113
53	COc1c(Cl)cc(Cl)c(Cl)c1Cc1c(O)c(Cl)cc(Cl)c1Cl	108	110	108	74	91	109	95	103
54	Cc1cc(C)c(C#N)c(OCc2ccccc2)n1	87	92	98	57	60	79	74	87
55	Nc1cc2cc(Br)ccc2c(=O)n1NC(=O)c1ccc([N+](=O)[O-])cc1	91	96	95	121	111	96	85	113
56	Cn1c2ccccc2c2c3c(c4c5ccc(Br)cc5oc4c21)C(=O)N(O)C3=O	96	70	70	-6.1*	54	/	40	79
57	Cc1ccc(-n2c(SCC(=O)Nc3ccc(-c4nc5ccc([N+](=O)[O-])cc5[nH]4)cc3)nc3ccccc3c2=O)cc1	98	99	94	111	124	101	98	102
58	CC/C(=C(/c1ccc(Cl)cc1)c1ccc(OCCN2CCCC2)cc1)c1ccccc1	75	61	88	80	96	55	62	73
59	CC1(C)C2(C#N)C(=O)NC(=O)C12C#N (centres undefined)	97	114	101	106	94	106	109	105
60	COc1cccc(C2C(C#N)=C(N)Oc3cc(OC)ccc32)c1 (centres undefined)	-13*	44	30	/	46	27	21	18
61	CN1C(=O)CNC(=O)[C@H](NC(=O)c2nc3ccccc3cc2O)CSSC[C@H]1C(=O)NCCc1nc2ccccc2cc1O	94	87	79	131	129	100	105	46
62	NC1C(=O)NC(=O)NC1=S (centres undefined)	105&94	109&100	113&107	104&100	104&85	105&122	102&92	96&101
63	O=C(/C=C/c1cccc(O)c1)c1cccc(-n2cc(-c3ccccc3)[nH]c2=O)c1	-27*	50	-76*	91	41	-62*	8.4*	7.6*
64	BrC1c2ccccc2-c2ccccc21	103	92	106	/	68	106	111	111
65	COc1ccc(/C=C2\C=C(c3ccc(OC)cc3)N(C(=S)NN)NC2=O)cc1	99	103	97	96	97	103	/	94
66	Cc1ccc(S(=O)(=O)O[C@@H]2C(=O)N(c3cc4c5ccccc5ccc4c4ccccc34)[C@H]2c2ccc(F)cn2)cc1	111	94	107	84	95	105	/	105
67	CCCCCCCCCCCCCCCCOc1ccc(S(=O)(=O)N(C)C)cc1[N+](=O)[O-]	90	79	93	118	21	62	99	97
68	CCCCCCOP(=O)(OCCCCCC)C(CCCCCC)C(=O)OCCCC (centres undefined)	104	84	96	97	76	104	70	96
69	CC(=O)OC1Oc2cc(C)c(C)cc2-c2oc(=O)c(Sc3ccc(C)cc3)cc21 (centres undefined)	113	102	109	655	82	142	/	118
70	COC(=O)[C@]12CC[C@@H](C)[C@H](C)[C@@H]1C1=CC[C@@H]3[C@@]4(C)C(C=O)=C[C@@](C)(COC(=O)/C=C/c5ccccc5)[C@@H]4[C@H](O)C[C@@]3(C)[C@]1(C)CC2	-11*	49	-15*	20	2.4*	-41*	15	15
71	CCCCCCNC(=O)Oc1ccc(/C(=C(/C)c2ccccc2)c2ccc(OCCN3CCCC3)cc2)cc1	67	85	93	/	91	73	91	89
72	SCc1ccc(CS)cc1	104	115	102	/	109	112	/	/
73	COc1ccc(CN2c3ccccc3CCc3ccccc32)cc1F	-16*	39	36	-6.7*	23	18	30	39
74	COc1ccc(-c2ccccc2)cc1C(=O)c1ccc(-c2ccccc2)cc1	88	81	105	94	88	86	52	89
75	NC(=O)c1cccc(-n2ccc3cc(NC(=O)c4ccc(N5CCOCC5)c(C(F)(F)F)c4)ccc32)n1	-15*	71	47	16	53	-21*	40	67

Record cards, from the list above. Order of values: SF-539 | SNB-19 | ACHN | A498 | SNB-75 | RXF 393 | CAKI-1 | SF-268
Shown for COc1ccc(-c2ccccc2)cc1C(=O)c1ccc(-c2ccccc2)cc1 → 88 | 81 | 105 | 94 | 88 | 86 | 52 | 89
Shown for BrC1c2ccccc2-c2ccccc21 → 103 | 92 | 106 | / | 68 | 106 | 111 | 111
Shown for CCCCCCCCCCCCCCCCOc1ccc(S(=O)(=O)N(C)C)cc1[N+](=O)[O-] → 90 | 79 | 93 | 118 | 21 | 62 | 99 | 97
Shown for COC(=O)[C@]12CC[C@@H](C)[C@H](C)[C@@H]1C1=CC[C@@H]3[C@@]4(C)C(C=O)=C[C@@](C)(COC(=O)/C=C/c5ccccc5)[C@@H]4[C@H](O)C[C@@]3(C)[C@]1(C)CC2 → -11* | 49 | -15* | 20 | 2.4* | -41* | 15 | 15
Shown for CCCCCCOP(=O)(OCCCCCC)C(CCCCCC)C(=O)OCCCC (centres undefined) → 104 | 84 | 96 | 97 | 76 | 104 | 70 | 96

Continued.
entry	molecule	SF-539	SNB-19	ACHN	A498	SNB-75	RXF 393	CAKI-1	SF-268
76	O=c1oc2ccccc2cc1-c1csc(N/N=C/c2cn(-c3ccccc3)nc2-c2cc3ccccc3oc2=O)n1	98	92	107	121	95	102	86	88
77	CC(C)=CC/C=C(/C)[C@H]1CC[C@]2(C)[C@@H]1CC[C@@H]1[C@@]3(C)C/C(=C/c4ccccc4)C(=O)C(C)(C)[C@@H]3CC[C@]12C	101	93	95	85	80	99	75	94
78	COc1cc2c(cc1OCCCN1Cc3ccc(OCCCCC(=O)N4CCC(CCN5CCCC5)CC4)cc3C1)N=C(N)C21CCCC1	55	103	110	79	60	90	94	86
79	O=C(Cc1ccccc1Nc1c(Cl)cccc1Cl)NN1C(=O)/C(=C/N2N=C(c3ccc4ccccc4c3)CC2c2ccc(F)cc2)SC1=S (centres undefined)	91	102	101	/	78	113	95	85
80	OC1(c2ccccc2)c2ccccc2N(c2ccccc2)c2ccc(Cl)cc21 (centres undefined)	-83*	-92*	-100*	-63*	-58*	-83*	-9.0*	-72*
81	CSCc1nc2ccccc2c(C)[n+]1[O-]	101	103	100	90	91	110	/	109
82	Cc1ccc(/C=N/N=C(N)N)cc1	102	100	107	87	86	96	88	108
83	CCCCCCCCCCCCNC(=S)N/N=C/c1ccc(Cl)c(Cl)c1	94	114	95	112	97	108	101	118
84	CCOC(=O)C(c1ccccc1)N(C)C (centres undefined)	105	107	113	103	102	120	111	107
85	CC(=O)NN1C(=O)c2ccccc2C1=O	90	92	104	88	94	59	68	100
86	CCOc1cccc(OCC)c1	101	102	105	101	88	99	99	98
87	O=C1Nc2ccccc2C1=O	/	/	98	100	85	103	111	97
88	CCOc1ccc([C@H]2C(C(=O)c3ccc(Cl)cc3)C3(N[C@@H]2c2ccccc2)C(=O)Nc2ccccc23)cc1 (some centres undefined)	85	82	69	87	75	87	47	74
89	COc1cc(C)cc2oc3oc(=O)c(-c4csc(-c5cc6ccccc6o5)n4)cc3c(=O)c12	102	105	104	70	93	109	93	89
